EWS-Fli block = blocks EWS/Fli oncoprotein-driven transcription; A673 NR0B1-luciferase reporter, viability-normalised; inhibition, % at 12.6 µM; 350,000 tested, 0.67% active;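 active = mean inhibition of at least 50% after viability correction, with every replicate also passing that limit; inconclusive = mean reaches 50% but only one of two replicates passes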;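 note: firefly luciferase signal divided by Alamar Blue viability fluorescence both relative to DMSO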
CFTR F508del cor = correctors of CFTR F508del function in bronchial epithelial cells. CFBE cells, YFP halide quenching; stimulated with forskolin plus potentiator P3; % fluorescence drop versus neutral controls. activity (quench increase), % at 7.58 µM. AID 720511. 350,000 tested, 0.36% active;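 active = mean added fluorescence quench of at least 8% versus neutral control, with both replicates also reaching 8%; inconclusive = only one of the mean or replicate conditions met; inactive = mean below 8% and not both replicates reaching 8%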;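 note: cells transiently co-express mutant CFTR-F508del with the halide-sensitive YFP; corrector assay measuring rescue of mutant channel to the surface after 24 h compound exposure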
PAX8 reporter = inhibitors of PAX8 transcriptional activity in RMG-I cells. AID 652154. 360,000 tested, 1.2% active. RMG-I TPO-luciferase reporter, SteadyGlo, 24 h. inhibition, % at 12.6 µM;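 active = mean replicate inhibition at least 60% with every replicate also reaching 60%; inconclusive = only one of the two criteria is met; inactive = mean below 60% and not all replicates reaching 60%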;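 note: luciferase light reporting Pax8 driven TPO promoter activity; plate controls were median of neutral control wells for no effect and mitoxantrone controls for full effect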
DENV2 CPE rescue = DENV2-induced cell death inhibition; DENV2-infected cells, cytopathic effect rescue, plate reader; CPE inhibition, % at 9.99 µM; 350,000 tested, 1.7% active; AID 651640; in the data active = CPE inhibition above about 20%, passing the limit was not always enough; inconclusive = no clear call, values can overlap the other calls; tested in BHK-21 cells;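 note: 0% = median of neutral control wells and 100% = median of positive control wells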
FN deposition inh = fibronectin deposition inhibition; AH1F fibroblasts, Alexa488-fibronectin deposition fluorescence, overnight; inhibition, % at 12.6 µM; 350,000 tested, 0.086% active; AID 743247;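 active = mean inhibition across replicates of 30% or more, regardless of how many single replicates reach that level; inconclusive = mean under 30% yet at least half of replicates reach 30%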;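 note: positive control wells lacked labelled fibronectin entirely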
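Test system: AH1F fibroblast monolayer depositing Alexa488-labelled fibronectin into matrix. Input: 10000 cells per well. Technique: fluorescence, ex 485 nm, em 525 nm. Buffer or medium: DMEM plus 2% serum, read in PBS. Timing: 1 h cell adhesion before compound, then overnight fibronectin incubation. Compound: single dose, pinned. Read-out basis: inhibition from reduced deposited-fibronectin fluorescence.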
miR122 inh = blocks miR-122 activity in Huh7 sensor cells. AID 602342. Huh7 miR-122 Renilla luciferase sensor, 48 h; neutral wells = 0, positive control = 100. activation (reporter increase), % at 12.5 µM. 340,000 tested, 0.3% active;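 active = mean replicate activation score at least 90 and every replicate individually at or above 90; inconclusive = only one of the two criteria met; inactive = neither criterion met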;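 note: higher luciferase means less miR-122 activity so hits act as miR-122 inhibitors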
GSIS activator = primary screen for activators of insulin secretion dependent on glucose, INS-1E cells, GLuc reporter luminescence; INS-1E GLuc reporter insulin secretion, 2-3 h; activation, % at 16.6 µM; 370,000 tested, 0.61% active; AID 743287;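 active = lowest replicate activation of at least 40%, so every replicate reaches that level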;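 note: 0% = median of neutral control wells and 100% = median of IBMX positive control wells; some compounds called inactive have numbers as strong as hits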
* = called active by the depositor; [ ] = dose if it differs, or a comment. The order is random; about 3.9% have a hit in one of these screens.

CC1CCc2c(sc(NC(=O)CSc3nc4c(c(C(F)(F)F)n3)CCc3ccccc3-4)c2C(N)=O)C1 (stereo not given) was read as PAX8 reporter 2, FN deposition inh 3, miR122 inh -16 and GSIS activator 4.
`Cc1csc(Sc2ccc(S(=O)(=O)N3CCCC3)cn2)n1` gave EWS-Fli block 4, CFTR F508del cor -1.6, PAX8 reporter -18, DENV2 CPE rescue 1, FN deposition inh -3 and GSIS activator -9.
`O=C(Nc1ccc2c(c1)OCCO2)C(c1ccccc1)n1c(=O)c(-c2ccco2)nc2ccccc21` (stereo not given) gave EWS-Fli block -33, CFTR F508del cor 2.2, PAX8 reporter 6, DENV2 CPE rescue -7, FN deposition inh 3 and GSIS activator -8.
`COc1cccc(/C=N/NC(=O)CN(C2=NS(=O)(=O)c3ccccc32)c2ccccc2)c1` gave PAX8 reporter 0, FN deposition inh -4 and GSIS activator -3.
Screening CC1Cc2ccccc2N1C1=CC(=O)CCC1 (stereo not given) returned EWS-Fli block 12, CFTR F508del cor 0.0, PAX8 reporter 45, DENV2 CPE rescue 1 and GSIS activator -70.
`COc1ccc(N2C(=O)C3CCCN3C2=S)cc1` (stereo not given) gave EWS-Fli block -5, CFTR F508del cor 0.4, PAX8 reporter -13, DENV2 CPE rescue 1, FN deposition inh 1, miR122 inh -1 and GSIS activator -4.
`Cn1nc(C(=O)Nc2cccc(C(=O)NC3CC3)c2)c2ccccc2c1=O` gave EWS-Fli block -11, CFTR F508del cor -0.2, PAX8 reporter -27, DENV2 CPE rescue -4, FN deposition inh -5, miR122 inh -1 and GSIS activator 19.
For C/C=C/c1ccc([C@@H]2[C@@H](CNC(=O)CC3CC3)N(C(=O)CC)[C@H]2CO)cc1 the results were EWS-Fli block 8, CFTR F508del cor -3.0, PAX8 reporter -8, DENV2 CPE rescue -7, FN deposition inh -7, miR122 inh -6[16.7 µM] and GSIS activator 6.
Screening CCOc1ccccc1-c1cc(C(=O)N/N=C(\C)c2cccnc2)c2ccccc2n1 returned CFTR F508del cor -1.8, DENV2 CPE rescue 9, FN deposition inh 2 and GSIS activator 3.
For CC(=O)Nc1ccc(S(=O)(=O)NCC(CCC(=O)O)C(F)(F)F)cc1 (stereo not given) the results were EWS-Fli block 0, CFTR F508del cor -3.5, PAX8 reporter 1, DENV2 CPE rescue -5 and GSIS activator 7.
COc1cc(OC)cc(C(=O)NCC(=O)OCC(=O)NC(C)CCc2ccccc2)c1 (stereo not given) was read as EWS-Fli block 4, CFTR F508del cor 5.6, PAX8 reporter -4, DENV2 CPE rescue -3, FN deposition inh 1, miR122 inh -8 and GSIS activator -15.
O=C(Cc1ccc(NC(=O)C2CCN(C(=O)CCc3ccccc3)CC2)cc1)Nc1ccc(C(=O)N2CCOCC2)cc1 was read as EWS-Fli block -12, CFTR F508del cor -0.8, PAX8 reporter 18, DENV2 CPE rescue -11, FN deposition inh 13 and GSIS activator -7.
Screening COc1ccc(Cl)cc1NC(=O)CCn1c(=O)oc2ccccc21 returned EWS-Fli block -2, CFTR F508del cor -0.4, PAX8 reporter 4, DENV2 CPE rescue -3, FN deposition inh 3, miR122 inh 9 and GSIS activator -1.
For CCc1c(C)[nH]n(-c2nc(-c3cccc([N+](=O)[O-])c3)cs2)c1=O the results were EWS-Fli block -54, CFTR F508del cor 2.7, PAX8 reporter 42, DENV2 CPE rescue inconclusive, FN deposition inh 10, miR122 inh -4 and GSIS activator -16.
For Cc1ccc(NC(=O)COC(=O)Cc2c[nH]c3ccccc23)cc1C the results were EWS-Fli block 1, CFTR F508del cor 1.1, PAX8 reporter 5, DENV2 CPE rescue 2, FN deposition inh -11 and GSIS activator -35.
Screening CCCNC(=O)C[C@@H]1C[C@@H]2c3cc(NC(=O)Nc4ccc(F)cc4)ccc3O[C@@H]2[C@H](CO)O1 returned EWS-Fli block -7, CFTR F508del cor -1.5, PAX8 reporter -14, DENV2 CPE rescue 3, miR122 inh 0[16.7 µM] and GSIS activator 15.
For C[C@H](CO)N1C[C@H](C)[C@@H](CN(C)Cc2ccc(C(=O)O)cc2)Oc2ccc(NC(=O)Nc3ccc(F)cc3)cc2C1=O the results were EWS-Fli block 4, CFTR F508del cor -1.9, PAX8 reporter 0, DENV2 CPE rescue inconclusive, FN deposition inh -5, miR122 inh -4[16.7 µM] and GSIS activator -2.
For CO[C@@H]1CN(C)C(=O)c2ccc(NS(C)(=O)=O)cc2OC[C@H](C)N(Cc2cncnc2)C[C@@H]1C the results were EWS-Fli block 7, CFTR F508del cor 0.3, DENV2 CPE rescue -4, FN deposition inh 11, miR122 inh -18[16.7 µM] and GSIS activator 11.
`CC1CCCN(C(=O)NC(=O)c2ccc(Cl)cc2)C1` (stereo not given) gave EWS-Fli block -6, CFTR F508del cor 1.4, PAX8 reporter -8, DENV2 CPE rescue 1, miR122 inh -1 and GSIS activator -7.
For Clc1ccccc1OCCCn1ccnc1 the results were EWS-Fli block 21, CFTR F508del cor 2.6, PAX8 reporter 29, DENV2 CPE rescue 18, FN deposition inh 1, miR122 inh -3 and GSIS activator 4.
For CCOC(=O)C1(Cc2cccc(F)c2)CCN(C(=O)c2cscn2)CC1 the results were EWS-Fli block -19, CFTR F508del cor 1.4, PAX8 reporter -15, DENV2 CPE rescue 1, FN deposition inh 6, miR122 inh -5 and GSIS activator -2.
For O=C1NC2=C(C(=O)CCC2)C(c2ccccc2Cl)N1 (stereo not given) the results were EWS-Fli block -4, CFTR F508del cor 4.9, PAX8 reporter 7, DENV2 CPE rescue 2, FN deposition inh -11 and GSIS activator -1.
For O=C(C1CCCC1)N1CC(=O)N2[C@H](CO)[C@@H](c3ccc(Br)cc3)[C@H]2C1 the results were EWS-Fli block 3, CFTR F508del cor -2.8, PAX8 reporter -6, DENV2 CPE rescue 9, FN deposition inh 5 and GSIS activator -15.
COc1ccc(NC(=O)O[C@H](c2ccc(OCCO)cc2)[C@@H](C)CCO)cc1 was read as EWS-Fli block -8, CFTR F508del cor -1.1, PAX8 reporter -10 and DENV2 CPE rescue 16.
`COC(=O)CCCCCN1C(=O)/C(=C\c2ccncc2)SC1=S` gave EWS-Fli block 20, CFTR F508del cor -2.1, PAX8 reporter 21, DENV2 CPE rescue 2, FN deposition inh 2 and GSIS activator -41.
CCOC(=O)[C@]12CCC=C1N(Cc1ccccc1)C(=O)[C@H](CC(=O)NCCCCc1ccccc1)C2 was read as EWS-Fli block 9, CFTR F508del cor 0.3, PAX8 reporter 11, DENV2 CPE rescue -10, FN deposition inh 0 and GSIS activator -36.
Screening CC(O)c1nc2cc([N+](=O)[O-])ccc2n1Cc1ccccc1 (stereo not given) returned EWS-Fli block 9, CFTR F508del cor 2.4, PAX8 reporter 2, DENV2 CPE rescue -4, FN deposition inh 0, miR122 inh -1 and GSIS activator -1.
Cc1cccc(C)c1NC(=O)C1(C)CN(S(C)(=O)=O)CC(=O)N1Cc1ccc2c(c1)OCO2 (stereo not given) was read as EWS-Fli block -2, CFTR F508del cor -2.1, PAX8 reporter 7, DENV2 CPE rescue 15, FN deposition inh 10 and GSIS activator 11.
Screening COc1ccc(C(=O)NC2CCN(Cc3c(F)cccc3Cl)CC2)cc1OC returned EWS-Fli block 10, CFTR F508del cor -2.3, PAX8 reporter 9, DENV2 CPE rescue -2, FN deposition inh -1 and GSIS activator 25.
Screening CN(Cc1ccccc1)c1ccc(C(=O)O)cc1[N+](=O)[O-] returned PAX8 reporter -3, FN deposition inh -7, miR122 inh -29 and GSIS activator -11.
`COCc1c(C(=O)N/N=C(/C)c2ccccc2)nnn1-c1nonc1N` gave EWS-Fli block -1, CFTR F508del cor -3.2, PAX8 reporter -21, DENV2 CPE rescue 5, FN deposition inh 1 and GSIS activator 5.
`COc1ccc(OC)c(NC(=O)CSc2nnnn2C)c1` gave EWS-Fli block -10, CFTR F508del cor -0.1, PAX8 reporter 2, DENV2 CPE rescue -1, FN deposition inh 6 and GSIS activator 12.
For CN1c2ccc(-c3ccc(F)cc3)cc2[C@@H]2[C@@H](CCN2C(=O)C2CCOCC2)[C@H]1CO the results were EWS-Fli block -18, CFTR F508del cor 2.8, PAX8 reporter 13, DENV2 CPE rescue -10, FN deposition inh 4, miR122 inh -6[16.7 µM] and GSIS activator 4.
For CC(=O)Oc1ccc(NC(=O)Cc2ccccc2)c(C(=O)O)c1 the results were EWS-Fli block -2, CFTR F508del cor 2.8, PAX8 reporter 6, DENV2 CPE rescue 0, FN deposition inh 6, miR122 inh -1 and GSIS activator -10.
`CC(NC(=O)c1ccc(F)cc1)c1nc2ccccc2n1Cc1ccccc1F` (stereo not given) gave EWS-Fli block -5, CFTR F508del cor 0.6, DENV2 CPE rescue -4, miR122 inh -10 and GSIS activator 13.
Screening CC(=O)Nc1nc2ccccc2n1Cc1ccccc1Cl returned EWS-Fli block 22, CFTR F508del cor -14, PAX8 reporter 36, DENV2 CPE rescue -6, FN deposition inh 9, miR122 inh 18 and GSIS activator 4.

Looked up by structure from above (2):
`COc1ccc(OC)c(NC(=O)CSc2nnnn2C)c1` gave EWS-Fli block -10, CFTR F508del cor -0.1, PAX8 reporter 2, DENV2 CPE rescue -1, FN deposition inh 6 and GSIS activator 12.
Screening CC(O)c1nc2cc([N+](=O)[O-])ccc2n1Cc1ccccc1 (stereo not given) returned EWS-Fli block 9, CFTR F508del cor 2.4, PAX8 reporter 2, DENV2 CPE rescue -4, FN deposition inh 0, miR122 inh -1 and GSIS activator -1.

Following part:
For COc1cccc(CNS(=O)(=O)c2c(C)[nH]c(C)c2C(=O)N2CCCC2)c1 the results were CFTR F508del cor -1.3, PAX8 reporter -2, DENV2 CPE rescue -3, FN deposition inh 9, miR122 inh 6 and GSIS activator 12.
CC(=O)N(C)C[C@@H]1Oc2ncc(-c3cccnc3)cc2C(=O)N([C@H](C)CO)C[C@@H]1C was read as EWS-Fli block -5, CFTR F508del cor 4.6, DENV2 CPE rescue -6, FN deposition inh 4, miR122 inh -3[16.7 µM] and GSIS activator 7.
Screening COc1ccc(CNC(=O)CN(Cc2ccco2)C(=O)CNS(=O)(=O)c2ccc(F)cc2)cc1 returned EWS-Fli block 4, CFTR F508del cor -2.9, PAX8 reporter 9, DENV2 CPE rescue 0, FN deposition inh 0, miR122 inh 1 and GSIS activator -8.
For Cc1ccc(S(=O)(=O)c2cn(Cc3ccc(F)cc3)c3cc4c(cc3c2=O)OCO4)cc1 the results were PAX8 reporter -23, FN deposition inh -1, miR122 inh 31 and GSIS activator 15.
Screening COc1ccc(C(=O)Nc2cc(=O)n(C)c(=O)n2C)cc1 returned EWS-Fli block -23, PAX8 reporter 4, DENV2 CPE rescue -3, FN deposition inh 2 and GSIS activator 6.
`COc1cccc(NC(=O)N(C)C[C@@H]2Oc3cc(C#Cc4ccc(F)cc4)ccc3S(=O)(=O)N([C@H](C)CO)C[C@H]2C)c1` gave EWS-Fli block 10, CFTR F508del cor 3.4, DENV2 CPE rescue 3, FN deposition inh 11, miR122 inh 9[16.7 µM] and GSIS activator -11.
For c1ccc(Cc2c(-c3ccccc3)nc3c4ccccc4ccn23)cc1 the results were EWS-Fli block -34, CFTR F508del cor -1.6, PAX8 reporter -4, DENV2 CPE rescue -2, FN deposition inh -7, miR122 inh 0 and GSIS activator 15.
For CC(CCc1ccccc1)NC(=O)COC(=O)c1cccn1C (stereo not given) the results were EWS-Fli block -1, CFTR F508del cor 0.7, PAX8 reporter -3, DENV2 CPE rescue 0, FN deposition inh -5 and GSIS activator -2.
`O=C(O)CN1C(=O)/C(=C\c2cc(Br)ccc2OCc2ccc([N+](=O)[O-])cc2)SC1=S` gave EWS-Fli block -18, CFTR F508del cor -4.4, PAX8 reporter 6, DENV2 CPE rescue 4, FN deposition inh -7, miR122 inh -4 and GSIS activator -7.
